# H37Rv inhibition – M. tuberculosis growth inhibition, HTS (AID 449762). 330,000 compounds, 0.59% hits. one-dose inhibition, % at 25 µM; IC50 in µM for titrated hits. M. tuberculosis H37Rv growth inhibition, 7H9 media; higher % means a stronger effect; in the data active means a potency from the dose series; inconclusive means inhibition above about 70% without an active follow-up result;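 further: bacterial growth assessed after seven days of incubation; strong numbers were not always called active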
# H1N1 NS1A inhibition – NS1A inhibition, H1N1 influenza, cell based functional assay (AID 504329); NS1A functional cell-based assay, percent inhibition; higher % means a stronger effect; one-dose inhibition, % at 12.5 µM; IC50 in µM for titrated hits; 340,000 compounds, 0.3% hits; in the data active means a potency from the dose series; inconclusive means inhibition above about 27% without an active follow-up result; further: strong numbers were not always called active
# Salmonella PhoP GFP – Inhibition of PhoP regulon, Salmonella typhi GFP reporter cells, confirmation, 4 h (AID 1850); inhibition, % at 50 µM, or IC50 in µM where a hit was titrated; 310,000 compounds, 0.33% hits; Salmonella Typhi PhoP-promoter GFP reporter, fluorescence, 4 h; higher % means a stronger effect; in the data active means a potency from the dose series; inconclusive means inhibition mostly from about 25% at the one dose, without a potency; inactive means the rest, 99 in 100 with inhibition below about 19%;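 further: 0% = induced wells with vehicle and 100% = uninduced wells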
# inhibitors of VEEV – inhibitors of VEEV TC-83 cytopathic effect, confirmation, Vero cells (AID 588727); Vero cells, VEEV TC-83 cytopathic effect inhibition; higher % means a stronger effect; inhibition, % at 20 µM, or IC50 in µM where a hit was titrated; 350,000 compounds, 0.13% hits; in the data active means a potency from the dose series; inconclusive means inhibition mostly from about 14% at the one dose, without a potency; inactive means the rest, 99 in 100 with inhibition below about 12%; further: strong numbers were not always called active
# tuberculosis growth – growth inhibition of non-replicating M. tuberculosis (AID 488890); Mycobacterium tuberculosis non-replicating, growth inhibition; higher % means a stronger effect; one-dose inhibition, % at 25 µM; IC50 in µM for titrated hits; 320,000 compounds, 0.39% hits; in the data active means a potency from the dose series; inconclusive means inhibition mostly from about 82% at the one dose, without a potency; inactive means the rest, 99 in 100 with inhibition below about 76%;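 further: plate controls were DMSO cells for no effect and high antibiotic wells for full effect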
# inhibitors of VEEV 10K pilot screen – further read-out of inhibitors of VEEV, marked with its call; inhibition, %; measured here: 10K pilot screen inhibition
# Numbers without * were called inactive; i = inactive; ? = inconclusive; . = no result given.
SMILES,H37Rv inhibition,H1N1 NS1A inhibition,Salmonella PhoP GFP,inhibitors of VEEV,tuberculosis growth,others
COc1ccc(OC)c(S(=O)(=O)N2CCCC(C)C2)c1 (stereo not given),-9%,20%,8%,2.8%,0%,
CCOC(=O)C1CNc2cc(S(=O)(=O)CC)ccc2O1 (stereo not given),36%,2%,-6%,i,5%,
COc1cc(CN2C(=S)NC(C)(C)CC2(C)O)cc(OC)c1 (stereo not given),4%,-3%,-7%,i,-9%,
Cc1ccc(S(=O)(=O)N(C)c2ccc(OC(=O)CN3C(=O)NC4(CCCC4)C3=O)cc2)cc1,-12%,-1%,8%,2.9%,-5%,
CCS(=O)(=O)CCSc1nc(C)cc(C)n1,-7%,12%,-6%,i,-11%,
CC(C)[C@H](NC(=O)OCc1ccccc1)C(=O)OCC(=O)Nc1c(F)cccc1F,-7%,5%,-3%,0.7%,16%,
O=C(Nc1ccc(Cl)cc1)N1CCC(CO)(Cc2ccccc2)CC1,10%,-6%,4%,0.6%,4%,
Cc1ccc([N+](=O)[O-])cc1NC(=O)CN1CCCCC1,-9%,5%,-3%,i,-8%,
COCCCNC(=O)C(=O)N/N=C/c1ccc(OCC(=O)Nc2cccc(Cl)c2C)c(OC)c1,-4%,11%,-7%,2.2%,-6%,
CCOC(=O)CC(SP1(=S)OCC2(CCCCO2)C(C2CCCCO2)O1)C(=O)OCC (stereo not given),.,2%,.,1.0%,.,
COCCN(C(=O)c1snc(C(N)=O)c1N)C(C(=O)NC1CCCCC1)c1ccc(N(C)C)cc1 (stereo not given),0%,1%,3%,0.3%,7%,
COc1ccc(C(=O)CSc2nnc(-c3cc4ccccc4cc3O)n2Cc2ccco2)cc1,0%,4%,-5%,3.4%,30%,
O=C(N/N=C\c1ccc[nH]1)c1cncc(Br)c1,25µM*,-2%,3%,0.8%,5%,
Cc1cc(C)n(CCNC(=O)C2CCC(=O)N(Cc3ccc(Cl)cc3)C2)n1 (stereo not given),3%,-9%,4%,3.0%,5%,
Cc1ccc(C(=O)NCC(=O)OCC(=O)Nc2ccc(Cl)cc2C(F)(F)F)cc1C,-2%,-5%,4%,0.8%,-4%,
c1nc(NCc2ccc3c(c2)OCO3)c2cc(-c3ccc4c(c3)OCCO4)ccc2n1,?,5%,.,0.6%,?,
Cc1ccc(N2CC(=O)N(c3ccc(C)cc3)CC2=O)cc1,-10%,0%,-5%,1.4%,-9%,
Cc1cccc(C(=O)NCC(=O)N2CCN(S(=O)(=O)/C=C/c3ccccc3)CC2)c1,-11%,-16%,.,2.2%,27%,
COc1ccccc1-c1nnc2n1N=C(C)CS2,-1%,-1%,-11%,6.4%,9%,
O=C(c1cc([N+](=O)[O-])cc([N+](=O)[O-])c1)N1CCN(C(=O)c2ccco2)CC1,?,-23%,-2%,i,20%,
COc1cc(S(=O)(=O)N(Cc2ccc(C)cc2)Cc2ccco2)ccc1-n1cnnn1,-4%,1%,-5%,0.5%,-2%,
CCOc1ccc(CC(=O)Nc2c(C(N)=O)oc3ccc(Br)cc23)cc1OCC,-5%,11%,-1%,7.8%,1%,
CCn1c(C)nc2cc(C(=O)NNS(=O)(=O)c3ccc(C)cc3C)ccc21,9%,4%,3%,3.6%,11%,
C=CCN(CC=C)CCOc1cccc2ccccc12,-2%,22%,2%,i,2%,
CCOc1ccccc1C(=O)Nc1cc(OC)ccc1OC,.,-1%,3%,i,.,
Cc1ccc(NC(=O)C(OC(=O)c2ccccc2Cl)c2ccccc2)cc1Cl (stereo not given),3%,-9%,0%,1.2%,-1%,inhibitors of VEEV 10K pilot screen=2.4
O=[N+]([O-])c1ccccc1/C=N/NC1=NS(=O)(=O)c2ccccc21,-3%,-4%,-7%,i,19%,
COC(=O)c1ccccc1NC(=S)N(Cc1ccc2c(c1)OCO2)Cc1cc2cc(OC)ccc2[nH]c1=O,-2%,0%,-2%,9.4%,54%,
CCOP(=O)(NC(c1ccccc1)c1nc2ccccc2[nH]c1=O)OCC (stereo not given),-3%,0%,-8%,i,16%,
Nc1nnc(Cc2ccc(F)cc2)s1,-3%,-6%,8%,i,-10%,
O=C1c2ccccc2C(Nc2ccccc2)N1c1ccc(Cl)cn1 (stereo not given),.,4%,.,0.7%,.,
Cc1nn(Cc2ccc(C(=O)NN)o2)c(C)c1Cl,-7%,6%,9%,i,-8%,
Cc1sc(NC(=S)NC(=O)C2CCCCC2)c(C(N)=O)c1C,-2%,-4%,-8%,1.0%,-17%,
CC1CCCCC1NC(=O)Cn1cccc1C(=O)c1ccccc1 (stereo not given),1%,5%,-1%,0.6%,7%,
Cc1ccc2c(c1)c(C1=NC(=S)NC1=O)c(O)n2C,-3%,2%,-10%,0.8%,-2%,
CN1CCN(Cc2nc3ccccc3n2C)CC1,3%,-9%,10%,1.2%,-8%,
COc1ccc(CCNC(=O)CC2Oc3ccc(Cl)cc3NC2=O)cc1OC (stereo not given),4%,4%,-7%,0.5%,-3%,
CCN1CCN(c2ccc(N)c(C)c2)CC1,9%,2%,-7%,i,4%,
CCN(C(=O)c1cn(C)c(=O)c2cc(OC)c(OC)cc12)c1cc(OC)ccc1OC,-3%,-1%,4%,0.4%,-1%,
COc1ccc(CC(=O)Nc2ccc(S(=O)(=O)N3CCOCC3)cc2)cc1,5%,-8%,.,2.1%,15%,
COc1cc(/C=C/C(=O)OCC(=O)NC(=O)NC2CCCCC2C)ccc1OC(F)F (stereo not given),-5%,-1%,.,1.2%,12%,
Cc1ccsc1/C=N/Nc1ncc(Cl)cc1Cl,43%,6%,5%,i,78%,
CC(=O)C1=C(C)NC(C)=C(C(C)=O)C1c1cccs1,0%,-9%,4%,1.5%,-6%,
COc1cc(/C=C/C(=O)OCC(=O)NCCN2C(=O)CSC2=O)ccc1OC(F)F,-1%,-1%,4%,1.6%,23%,
O=C(CCCSc1nc2ccccc2[nH]1)NCc1ccccc1Cl,-3%,-10%,6%,i,77%,
CC(=O)Nc1c2c(nn1-c1ccc(C)cc1C)CS(=O)C2 (stereo not given),-2%,6%,-28%,1.2%,3%,
O=C(OCC(=O)N1CCCC1)c1c[nH]c2ccccc12,-5%,-8%,.,0.6%,-5%,
O=C(NCCc1csc(-c2cccnc2)n1)c1ccc(Br)o1,5%,3%,-9%,8.6%,7%,
Cc1ccc(-c2ccc(C(=O)O)[nH]2)cc1,56%,-21%,-9%,i,70%,
CCCCOc1ccc(C(=O)NNC(=O)C2C3CCC(C3)C2C(=O)O)cc1 (stereo not given),-5%,3%,-5%,3.7%,-4%,
O=C(/C=C/c1cccs1)Nc1scc(-c2ccccc2)c1C(=O)O,.,-9%,.,1.6%,.,
Cc1nn(CC(=O)Nc2cc(S(=O)(=O)N3CCOCC3)ccc2Cl)c(C)c1[N+](=O)[O-],-7%,-10%,.,7.0%,-4%,
COCCN(CCOC)c1ncnc2c1cnn2-c1ccc(Cl)cc1,.,7%,-11%,i,.,
Cc1ccc(S(=O)(=O)NC(CCC(N)=O)C(=O)NCc2ccc3c(c2)OCO3)c(C)c1 (stereo not given),.,6%,.,i,.,
Cc1cc(C)cc(NC(=O)CSc2nc(CSc3ccc(Cl)cc3)cc(=O)[nH]2)c1,1%,-2%,3%,0.5%,-12%,
N=c1sccn1CC(=O)Nc1cc(Cl)ccc1[N+](=O)[O-],46%,1%,12%,i,3%,inhibitors of VEEV 10K pilot screen=0.0
CCCn1nnc(NC(=O)C(c2ccccc2)c2ccccc2)n1,-5%,-5%,8%,3.7%,4%,
O=S(=O)(NCCC1CC1(Cl)Cl)c1ccccc1 (stereo not given),-5%,-22%,-1%,1.7%,5%,
OC(COc1ccccc1)CN1CCN(CC(O)COc2ccccc2)CC1 (stereo not given),-10%,-8%,8%,i,6%,
CC(=O)Nc1ccc(NC(=O)C2CCCN(S(=O)(=O)c3ccc(Cl)cc3)C2)cc1 (stereo not given),1%,6%,2%,0.8%,-21%,

# Filtered by structure: those above with fluorine
SMILES,H37Rv inhibition,H1N1 NS1A inhibition,Salmonella PhoP GFP,inhibitors of VEEV,tuberculosis growth,others
CC(C)[C@H](NC(=O)OCc1ccccc1)C(=O)OCC(=O)Nc1c(F)cccc1F,-7%,5%,-3%,0.7%,16%,
Cc1ccc(C(=O)NCC(=O)OCC(=O)Nc2ccc(Cl)cc2C(F)(F)F)cc1C,-2%,-5%,4%,0.8%,-4%,
Nc1nnc(Cc2ccc(F)cc2)s1,-3%,-6%,8%,i,-10%,
COc1cc(/C=C/C(=O)OCC(=O)NC(=O)NC2CCCCC2C)ccc1OC(F)F (stereo not given),-5%,-1%,.,1.2%,12%,
COc1cc(/C=C/C(=O)OCC(=O)NCCN2C(=O)CSC2=O)ccc1OC(F)F,-1%,-1%,4%,1.6%,23%,

# Back to the main list with the two entries that preceded the break.
SMILES,H37Rv inhibition,H1N1 NS1A inhibition,Salmonella PhoP GFP,inhibitors of VEEV,tuberculosis growth,others
OC(COc1ccccc1)CN1CCN(CC(O)COc2ccccc2)CC1 (stereo not given),-10%,-8%,8%,i,6%,
CC(=O)Nc1ccc(NC(=O)C2CCCN(S(=O)(=O)c3ccc(Cl)cc3)C2)cc1 (stereo not given),1%,6%,2%,0.8%,-21%,
CCC(C)n1c(NC(=O)c2ccccc2)c(C#N)c2nc3ccccc3nc21 (stereo not given),95%,-26%,-4%,2.3%,40%,
O=C(CCCN1C(=O)/C(=C\c2ccco2)SC1=S)Nc1ccc2ccccc2c1,-8%,4%,-2%,8µM*,?,
Cc1ccccc1/C=C1\OC(=O)c2ccccc21,7%,18%,4%,0.7%,4%,
COc1ccccc1C(=O)N1C(CC(=O)Nc2cc(Cl)ccc2C)C(=O)NC2CCCCC21 (stereo not given),-12%,3%,10%,10%,38%,
Cc1cc(NCc2ccncc2)ccc1Br,?,3%,-7%,i,61%,
COc1cc(C(=O)O[C@H]2C/C(C)=C/CC[C@@]3(C)O[C@@H]3[C@H](O)[C@@H]2C(C)C)cc(OC)c1OC,-3%,-18%,-6%,6.0%,10%,
O=C(CSc1nnc(CNC(=O)c2cccs2)o1)Nc1ccc(F)cc1F,-5%,7%,-13%,i,3%,
O=C(NCc1cccnc1)c1cc2nc(-c3ccc4c(c3)OCO4)cc(C(F)(F)F)n2n1,-1%,-5%,-15%,0.6%,3%,
CNC(C)C#Cc1ccc2oc3cccc(OC)c3c(=O)c2c1 (stereo not given),-6%,14%,5%,1.3%,58%,
CN1C(=O)CC(N2CCN(CC(=O)N3CCCC3)CC2)C1=O (stereo not given),4%,-3%,-7%,0.5%,30%,
Cc1cc(C)c(/C=N/NC(=O)c2nnn(-c3nonc3N)c2COc2ccc(F)cc2)c(C)c1,5%,.,-15%,7.4%,39%,
Cc1cc(/C=N/NC(=O)c2ccsc2)c(C)n1-c1cnccn1,0%,1%,-1%,0.5%,26%,
N#CC1=C(N)C2=CCCC[C@H]2[C@H](c2cccc(F)c2)C1(C#N)C#N,2%,-2%,-6%,0.3%,18%,
NC(=O)c1ncn([C@@H]2O[C@H](CNC(=O)[C@H](N)CSCc3ccccc3)[C@@H](O)[C@H]2O)n1,.,-18%,.,0.2%,.,
O=C(NCC1CCCO1)c1cccc(S(=O)(=O)Nc2ccc(SC(F)F)cc2)c1 (stereo not given),-3%,-12%,.,2.7%,4%,
COc1ccccc1NC(=S)N1CCC(C(=O)c2ccc(F)cc2)CC1,0%,3%,3%,3.1%,9%,
C[C@H](NC(=O)c1nc[nH]c1C(=O)NC1CCN(C(=O)OC(C)(C)C)CC1)C(=O)OC(C)(C)C,1%,-8%,-15%,3.2%,38%,
CCOC(=O)C1CCN(Cc2ccc(O)c3ncccc23)CC1,5%,5.2µM*,0%,i,70%,
O=C(CSc1nc2ccccc2c(=O)[nH]1)N1CCN(c2ccccc2)CC1,-6%,1%,-9%,2.7%,12%,
O=C(c1ccc2c(c1)OCCO2)N1CCN(c2ccccn2)CC1,4%,1%,-3%,1.9%,5%,
CC1=NN(C(=O)COc2ccccc2)C(O)(c2ccccc2)C1 (stereo not given),-2%,-12%,-5%,1.0%,1.4µM*,
Cn1c(SCc2ccc(Cl)cc2Cl)nc(C(F)(F)F)cc1=O,-9%,6%,-8%,i,1%,
N#CC(=C(O)c1ccc(S(=O)(=O)N(CCCl)CCCl)cc1)c1nc2ccccc2[nH]1,.,0%,.,1.7%,.,
COc1ccc(CCN(C(=O)C(F)(F)F)C(C(=O)NC2CCCCC2)c2ccc(C)s2)cc1OC (stereo not given),1%,1%,17%,0.1%,16%,
O=c1c2ccccc2ncn1-c1ccc([N+](=O)[O-])cc1Cl,-1%,3%,2%,1.0%,-5%,
O=C(NN=Cc1cc(Cl)ccc1[N+](=O)[O-])c1ccco1,.,-20%,.,0.9%,.,

# Source: PubChem
